Source: PubChem BioAssay
PfHsp40 rescue – rescue of PfHsp40-mediated yeast toxicity; S. cerevisiae expressing PfHsp40, growth rescue, ATP luminescence; growth rescue, % at 12.5 µM; hit rate 0.68% among 340,000; AID 504582; in the data active = growth rescue above about 28%, passing the limit was not always enough;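 also: yeast W303a lacking pdr1 and pdr3 grown in galactose medium; growth measured after three days at 30 °C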
FadD28 FP inh – blocks FadD28 binding to the bisubstrate probe; fluorescence polarization; inhibition, % at 12.5 µM; AID 588549; hit rate 0.22% among 360,000; in the data active = inhibition above about 8.5%, passing the limit was not always enough
Mtb UGM inh – Mtb UDP-galactopyranose mutase inhibition | purified UGM, fluorescence polarization probe displacement | hit rate 0.06% among 320,000 | inhibition, % at 10 µM | AID 504406; in the data active = inhibition above about 10%, passing the limit was not always enough
TcdB inh – TcdB glycohydrolase inhibition | TcdB glycohydrolase enzymatic assay, plate reader | inhibition, % at 9.99 µM | hit rate 0.24% among 350,000 | AID 652162; in the data active = inhibition above about 10%
FBA Mtb inh – inhibits M. tuberculosis FBA enzyme; P9WQA3; purified M. tuberculosis FBA, fluorescence read-out; inhibition, % at 1 µM; hit rate 2.3% among 360,000; AID 588726; in the data active = inhibition above about 27%;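 also: 0% = vehicle and 100% = reference inhibitor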
Yp Topo-I inh – Y. pestis Topo-I inhibition via cleavage products | Y. pestis Topo-I cleavage product accumulation, plate reader | activity, % at 10 µM | hit rate 0.064% among 360,000 | AID 504884; in the data active = activity above about 50%, passing the limit was not always enough; also: inactives centre near 2
BH1578 lux ind – induces V. cholerae light production without autoinducers | V. cholerae BH1578 lux reporter, luminescence, 6 h | activation, % at 18.7 µM | hit rate 0.16% among 350,000; in the data active = activation mostly above about 9.7%, no sharp cut-off; also: not every result past the cut was called active; inactives centre near 0; reference of the scale not given here
GDH-TPI inh – inhibits GDH-TPI coupling enzymes, artifact for Mtb FBA screen; hit rate 1.2% among 360,000; inhibition, % at 4.8 µM; AID 588335; GDH-TPI coupled enzyme counterscreen, NADH absorbance; in the data active = inhibition above about 30%;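 also: 0% = DMSO wells and 100% = wells lacking the enzyme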
BioA inh – blocks M. tuberculosis BioA enzyme activity; purified M. tuberculosis BioA enzyme, plate reader; hit rate 0.096% among 360,000; inhibition, % at 9.99 µM; in the data active = inhibition above about 40%
An asterisk follows results filed as active. Hits appear at their usual frequency (roughly 4.6% active in at least one column).

Results for COc1ccc(-c2nc(N)n(C(=O)c3ccccc3)n2)cc1 ?
PfHsp40 rescue: 1.4; FadD28 FP inh: -1.3; TcdB inh: 2.1; FBA Mtb inh: 0; Yp Topo-I inh: 0; BH1578 lux ind: -0.3; GDH-TPI inh: 7; BioA inh: -0.7

What do the screens show for `CCOC(=O)c1c(C)c(C(=O)Nc2ccc(F)cc2)c(C)n1C`?
PfHsp40 rescue: -0.7; FadD28 FP inh: -4.4; Mtb UGM inh: -1.6; TcdB inh: 0.1; FBA Mtb inh: -1; Yp Topo-I inh: -10; BH1578 lux ind: -0.4; GDH-TPI inh: 5; BioA inh: 0.6

What do the screens show for `CC1CCN(C(CNS(=O)(=O)c2ccccc2)c2ccccc2)CC1` (centres undefined)?
PfHsp40 rescue: -1.3; FadD28 FP inh: -0.9; Mtb UGM inh: 3.3; TcdB inh: 0.1; FBA Mtb inh: 3; Yp Topo-I inh: -2; BH1578 lux ind: -0.6; GDH-TPI inh: 16; BioA inh: -1.6

What do the screens show for `O=C(O)C1C(C(=O)Nc2ccc(Cl)cc2)C2C=CC1C21CC1` (centres undefined)?
PfHsp40 rescue: 1.0; FadD28 FP inh: -0.2; Mtb UGM inh: -1.6; FBA Mtb inh: 8; Yp Topo-I inh: 8; GDH-TPI inh: 4; BioA inh: -0.6

How did O=C(NCCN1CCOCC1)Nc1ccc(F)cc1 do in these assays?
PfHsp40 rescue: -0.4; FadD28 FP inh: 0.4; Mtb UGM inh: -1.8; TcdB inh: 1.1; FBA Mtb inh: 6; Yp Topo-I inh: 6; BH1578 lux ind: -2.0; GDH-TPI inh: 1; BioA inh: 0.3

Results for O=C(/C=C/c1ccc(F)cc1)NC(=S)NNC(=O)c1cnccn1 ?
PfHsp40 rescue: -1.2; FadD28 FP inh: -1.2; Mtb UGM inh: 2.7; TcdB inh: 0.8; FBA Mtb inh: 1; Yp Topo-I inh: -6; BH1578 lux ind: -0.5; GDH-TPI inh: 2

How did Cn1cnnc1SCC(=O)NC1CCCCCC1 do in these assays?
PfHsp40 rescue: -1.8; FadD28 FP inh: -1.8; Mtb UGM inh: -0.6; TcdB inh: 0.5; FBA Mtb inh: -1; Yp Topo-I inh: 1; BH1578 lux ind: inactive; GDH-TPI inh: 1; BioA inh: 1.0

How did Brc1ccccc1/C=N/N1CCCCC1 do in these assays?
PfHsp40 rescue: 0.2; FadD28 FP inh: -3.3; Mtb UGM inh: 0.8; TcdB inh: -2.0; FBA Mtb inh: 4; Yp Topo-I inh: 1; BH1578 lux ind: 0.0; GDH-TPI inh: 5; BioA inh: -1.5

What do the screens show for `CN1CCN(C(=O)/C(=C/c2ccc(F)cc2)c2ccsc2)CC1`?
PfHsp40 rescue: 0.1; FadD28 FP inh: -0.3; Mtb UGM inh: -1.8; TcdB inh: 1.2; FBA Mtb inh: -1; Yp Topo-I inh: 2; BH1578 lux ind: -0.5; GDH-TPI inh: -1

What do the screens show for `CN(CC(=O)Nc1cccc(S(=O)(=O)NC2=NCCC2)c1)Cc1ccccc1Cl`?
PfHsp40 rescue: -0.2; FadD28 FP inh: -0.5; Mtb UGM inh: -0.2; TcdB inh: 3.2; FBA Mtb inh: -1; Yp Topo-I inh: 25; BH1578 lux ind: inactive; GDH-TPI inh: 9; BioA inh: 1.0

What do the screens show for `CCOc1ccc(C2N(c3cc(C)on3)C(=O)C3CCCN32)cc1OC` (centres undefined)?
PfHsp40 rescue: -0.5; FadD28 FP inh: -3.2; Mtb UGM inh: -0.6; FBA Mtb inh: 0; Yp Topo-I inh: -5; BH1578 lux ind: inactive; GDH-TPI inh: 3; BioA inh: 0.1

Results for COc1cccc(CN(C)C(=O)CN2C(=O)NC(c3ccccc3)(c3ccccc3)C2=O)c1OC ?
PfHsp40 rescue: 1.1; FadD28 FP inh: 1.5; Mtb UGM inh: -1.9; TcdB inh: -0.8; FBA Mtb inh: 0; Yp Topo-I inh: 22; BH1578 lux ind: -5.0; GDH-TPI inh: 9; BioA inh: 1.6

The final 2 records of the part before open the next one:
What do the screens show for `CCOc1ccc(C2N(c3cc(C)on3)C(=O)C3CCCN32)cc1OC` (centres undefined)?
PfHsp40 rescue: -0.5; FadD28 FP inh: -3.2; Mtb UGM inh: -0.6; FBA Mtb inh: 0; Yp Topo-I inh: -5; BH1578 lux ind: inactive; GDH-TPI inh: 3; BioA inh: 0.1

Results for COc1cccc(CN(C)C(=O)CN2C(=O)NC(c3ccccc3)(c3ccccc3)C2=O)c1OC ?
PfHsp40 rescue: 1.1; FadD28 FP inh: 1.5; Mtb UGM inh: -1.9; TcdB inh: -0.8; FBA Mtb inh: 0; Yp Topo-I inh: 22; BH1578 lux ind: -5.0; GDH-TPI inh: 9; BioA inh: 1.6

How did Cc1cc(C(=O)COc2ccc(C#N)cc2)c(C)n1-c1ccc2c(c1)OCO2 do in these assays?
PfHsp40 rescue: -1.7; FadD28 FP inh: -1.7; Mtb UGM inh: -0.3; TcdB inh: 1.2; FBA Mtb inh: 2; Yp Topo-I inh: 5; BH1578 lux ind: -0.3; GDH-TPI inh: 2; BioA inh: 0.2

How did O=C(NCc1ccccc1F)c1ccc(S(=O)(=O)N2CCCCCC2)cc1 do in these assays?
PfHsp40 rescue: 1.6; FadD28 FP inh: -1.8; Mtb UGM inh: 0.8; TcdB inh: 0.3; FBA Mtb inh: 0; Yp Topo-I inh: 18; BH1578 lux ind: inactive; GDH-TPI inh: -3; BioA inh: -1.3

What do the screens show for `S=C(Nc1ccc2nc(-c3ccccn3)c(-c3ccccn3)nc2c1)N1CCOCC1`?
PfHsp40 rescue: 0.5; FadD28 FP inh: -5.1; Mtb UGM inh: 1.6; TcdB inh: 2.6; FBA Mtb inh: -4; Yp Topo-I inh: -2; BH1578 lux ind: -5.6; GDH-TPI inh: 7

How did CCOC(=O)c1c(NC(=O)COC(=O)Cn2cnc3ccccc32)sc(C)c1C do in these assays?
PfHsp40 rescue: -0.1; FadD28 FP inh: -4.2; Mtb UGM inh: -0.8; FBA Mtb inh: -14; Yp Topo-I inh: 0; BH1578 lux ind: inactive; GDH-TPI inh: -4; BioA inh: -1.1

How did CC(C)CCNC(=O)C1CCCN(S(=O)(=O)c2ccc(-n3cnnn3)cc2)C1 (centres undefined) do in these assays?
PfHsp40 rescue: -0.6; FadD28 FP inh: -1.4; Mtb UGM inh: -2.2; TcdB inh: 0.7; FBA Mtb inh: -2; Yp Topo-I inh: 6; BH1578 lux ind: -3.1; GDH-TPI inh: 17; BioA inh: -0.3

How did CCOC(=O)CSc1nc2ccccc2n1CC(=O)NC(C)(C)C do in these assays?
PfHsp40 rescue: 0.2; FadD28 FP inh: -2.2; Mtb UGM inh: 2.0; TcdB inh: -0.2; FBA Mtb inh: -6; Yp Topo-I inh: 0; BH1578 lux ind: -0.2; GDH-TPI inh: -13; BioA inh: 0.4

How did CCN(CC(=O)Nc1ccccc1C(F)(F)F)C(=O)c1ccc2c(=O)n3c(nc2c1)CCC3 do in these assays?
PfHsp40 rescue: 0.9; FadD28 FP inh: -3.1; Mtb UGM inh: -0.9; TcdB inh: 0.1; FBA Mtb inh: 0; Yp Topo-I inh: 4; BH1578 lux ind: 0.4; GDH-TPI inh: 5; BioA inh: -1.2

Results for O=C(O)CCC(=O)OC1CC2CCC1C2 (centres undefined) ?
PfHsp40 rescue: 2.9; FadD28 FP inh: 0.3; Mtb UGM inh: 1.9; FBA Mtb inh: -2; Yp Topo-I inh: -1; BH1578 lux ind: -0.7; GDH-TPI inh: 3; BioA inh: -1.1

Results for Cc1ccccc1NC(=S)N(CCCN1CCCCC1)Cc1ccco1 ?
PfHsp40 rescue: -0.2; FadD28 FP inh: -0.2; Mtb UGM inh: 0.2; FBA Mtb inh: -1; Yp Topo-I inh: 9; BH1578 lux ind: -0.3; GDH-TPI inh: 11; BioA inh: 1.8

How did CCOc1cc(CNC(=O)CCCn2c(=O)c3cccn3c3cccnc32)cc(OCC)c1OCC do in these assays?
PfHsp40 rescue: -0.7; FadD28 FP inh: -3.9; Mtb UGM inh: 0.9; TcdB inh: 1.5; FBA Mtb inh: 0; Yp Topo-I inh: 11; BH1578 lux ind: inactive; GDH-TPI inh: 6; BioA inh: 1.1

What do the screens show for `Cc1ccc(CN2CCC[C@]3(N[C@H](c4ccc(C)cc4)[C@@H]4C(=O)N(C)C(=O)[C@@H]43)C2=O)cc1`?
FadD28 FP inh: 0.6; TcdB inh: 1.1; FBA Mtb inh: 3; Yp Topo-I inh: 8; BH1578 lux ind: -2.4; GDH-TPI inh: 15; BioA inh: 2.0

What do the screens show for `CCC1CCCCN1CCCNC(=O)c1csc2c1CCCCC2` (centres undefined)?
PfHsp40 rescue: 1.2; FadD28 FP inh: -4.8; Mtb UGM inh: -1.2; TcdB inh: 0.9; FBA Mtb inh: 2; Yp Topo-I inh: 2; BH1578 lux ind: -0.4; GDH-TPI inh: -11; BioA inh: -0.7

Fetched one by one from above (two):
How did CCN(CC(=O)Nc1ccccc1C(F)(F)F)C(=O)c1ccc2c(=O)n3c(nc2c1)CCC3 do in these assays?
PfHsp40 rescue: 0.9; FadD28 FP inh: -3.1; Mtb UGM inh: -0.9; TcdB inh: 0.1; FBA Mtb inh: 0; Yp Topo-I inh: 4; BH1578 lux ind: 0.4; GDH-TPI inh: 5; BioA inh: -1.2

How did CCOC(=O)CSc1nc2ccccc2n1CC(=O)NC(C)(C)C do in these assays?
PfHsp40 rescue: 0.2; FadD28 FP inh: -2.2; Mtb UGM inh: 2.0; TcdB inh: -0.2; FBA Mtb inh: -6; Yp Topo-I inh: 0; BH1578 lux ind: -0.2; GDH-TPI inh: -13; BioA inh: 0.4

Further results follow.
Results for C[C@H](NC(=O)C1CCN(C(=O)[C@H](Cc2ccccc2)NC(=O)OC(C)(C)C)CC1)C(=O)O ?
PfHsp40 rescue: -0.9; FadD28 FP inh: -3.6; Mtb UGM inh: 3.3; TcdB inh: 0.7; FBA Mtb inh: 3; Yp Topo-I inh: -1; BH1578 lux ind: inactive; GDH-TPI inh: -2; BioA inh: -0.7

How did COc1ccc(-c2nnc(SCC(=O)N3CCCCC3)o2)cc1 do in these assays?
PfHsp40 rescue: 0.5; FadD28 FP inh: -0.9; Mtb UGM inh: -0.6; TcdB inh: -0.2; FBA Mtb inh: 1; Yp Topo-I inh: 7; BH1578 lux ind: -0.3; GDH-TPI inh: -10; BioA inh: -2.4

What do the screens show for `CCN(CC(=O)NC1CCS(=O)(=O)C1)S(=O)(=O)c1cc(Br)ccc1Br` (centres undefined)?
PfHsp40 rescue: 1.1; FadD28 FP inh: -1.7; Mtb UGM inh: 3.2; TcdB inh: -1.4; FBA Mtb inh: 0; Yp Topo-I inh: 5; BH1578 lux ind: -2.4; GDH-TPI inh: -7

Results for CN(C)C(CNC(=O)c1ccc2ccccc2n1)c1ccccc1 (centres undefined) ?
PfHsp40 rescue: -2.0; FadD28 FP inh: -0.3; Mtb UGM inh: 0.9; TcdB inh: 4.2; FBA Mtb inh: 0; Yp Topo-I inh: 22; BH1578 lux ind: -0.2; GDH-TPI inh: 7

Results for COc1ccc(/C=N/NC(=O)C(=O)N2CCCC2)cc1OC ?
PfHsp40 rescue: -0.2; FadD28 FP inh: -1.5; FBA Mtb inh: 1; Yp Topo-I inh: 4; BH1578 lux ind: inactive; GDH-TPI inh: 3

Results for COc1ccc(C)cc1S(=O)(=O)N(CC(=O)N1CCOCC1)Cc1ccccc1 ?
PfHsp40 rescue: 2.0; FadD28 FP inh: 0.4; Mtb UGM inh: 1.4; FBA Mtb inh: 3; Yp Topo-I inh: 12; BH1578 lux ind: inactive; GDH-TPI inh: -6; BioA inh: 0.4

What do the screens show for `O=C(COC(=O)CCN1C(=O)c2ccccc2C1=O)Nc1ccc(S(=O)(=O)N2CCCC2)cc1`?
PfHsp40 rescue: -0.9; FadD28 FP inh: -4.1; Mtb UGM inh: 3.0; FBA Mtb inh: 3; Yp Topo-I inh: 0; BH1578 lux ind: -0.6; GDH-TPI inh: 5; BioA inh: 0.8

How did CC12CCC(C(=O)NCc3ccccc3Cl)(OC1=O)C2(C)C (centres undefined) do in these assays?
PfHsp40 rescue: 1.4; FadD28 FP inh: -2.0; Mtb UGM inh: -1.0; TcdB inh: 1.8; FBA Mtb inh: 2; Yp Topo-I inh: 4; BH1578 lux ind: inactive; GDH-TPI inh: -10; BioA inh: -0.3
